High-throughput results deposited in PubChem BioAssay by Sanford-Burnham Center for Chemical Genomics.
MPTP block: mitochondrial permeability transition pore inhibitors, primary screen, biochemical, isolated mouse mitochondria, absorbance. actives 1.4% (n = 360,000). Ca2+ swelling absorbance, 30 min. inhibition, % at 10 µM;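 active means inhibition of 50% or more, scaled per plate between neutral and stimulator controls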;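 further: 0% = DMSO wells given calcium and 100% = 1 mM EGTA wells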
PfG6PD inh: PfG6PD enzyme inhibitors, primary screen, biochemical, fluorescence intensity, uHTS; PfGluPho enzyme, NADPH resazurin-diaphorase fluorescence; inhibition, % at 20 µM; actives 0.78% (n = 350,000); glucose-6-phosphate dehydrogenase-6-phosphogluconolactonase (Plasmodium falciparum 3D7);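 active means inhibition reaching at least a set limit at 20 µM in the primary screen, cut at about 59% in these data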;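 further: 0% = DMSO wells with substrate and 100% = DMSO wells lacking glucose-6-phosphate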
SENP6 inh: SENP6 protease inhibitors, primary screen, biochemical, luminescence, uHTS. actives 1.8% (n = 330,000). Sentrin-specific protease 6 (Homo sapiens), Q9GZR1. Recombinant SENP6 catalytic domain, aminoluciferin luminescence. inhibition, % at 10 µM;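 active means inhibition above about 50% at the single tested dose, limit read from the data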;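 further: plate controls were DMSO wells with enzyme for no effect and DMSO wells lacking enzyme for full effect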
SENP8 inh: human SENP8 protease inhibitors, primary screen, biochemical, fluorescence, Nedd8 protein substrate, uHTS | Sentrin-specific protease 8 (Homo sapiens), Q96LD8 | recombinant SENP8 | inhibition, % at 20 µM | actives 0.64% (n = 360,000) | AID 602440, 2012; in the data active means inhibition mostly above about 40%, no sharp cut-off; inactive means mostly below about 27%
Target sequence (Q96LD8 whole entry, looked up): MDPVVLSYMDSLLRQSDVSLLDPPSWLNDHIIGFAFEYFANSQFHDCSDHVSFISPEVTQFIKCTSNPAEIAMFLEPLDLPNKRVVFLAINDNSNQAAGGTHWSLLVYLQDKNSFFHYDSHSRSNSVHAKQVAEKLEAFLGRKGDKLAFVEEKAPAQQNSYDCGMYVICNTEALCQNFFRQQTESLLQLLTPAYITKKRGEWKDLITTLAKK
SENP1 FRET inh: human SENP1 catalytic domain inhibitors, primary screen, biochemical, FRET, uHTS. actives 0.21% (n = 360,000). inhibition, % at 10 µM. recombinant SENP1 catalytic domain, CyPet-SUMO1-YPet FRET cleavage;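 active means inhibition at least 30% at 10 µM, raw YFP signal under a set limit, fluorescence ratio 0.5 to 1.5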;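 further: 0% = enzyme with DMSO and 100% = no enzyme wells; some results filed as inactive read as strong as hits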
Target sequence (Q9P0U3 419-644 limits assumed): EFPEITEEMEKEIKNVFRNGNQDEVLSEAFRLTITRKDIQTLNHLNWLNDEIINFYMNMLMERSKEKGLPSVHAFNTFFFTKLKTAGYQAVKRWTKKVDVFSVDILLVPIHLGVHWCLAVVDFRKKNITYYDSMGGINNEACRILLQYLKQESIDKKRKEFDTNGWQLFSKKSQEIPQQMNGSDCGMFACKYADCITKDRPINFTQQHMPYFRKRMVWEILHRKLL
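Compound: 10 µM single point, 0.5% DMSO; Test system: hSENP1 catalytic domain, recombinant; Timing: 50 min reaction at room temperature; Technique: FRET, CFP and YFP emission; Control set: no-enzyme wells low, DMSO-plus-enzyme wells high control.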
ATG4B inhibitor: ATG4B protease inhibitors, primary screen, biochemical, fluorescence, uHTS; Cysteine protease ATG4B (Homo sapiens), Q9Y4P1; ATG4B cleavage of LC3-PLA2, NBD-HPC fluorescence, 1 h; inhibition, % at 8.33 µM; actives 0.51% (n = 340,000); AID 504462, 2011; in the data active means inhibition above about 40%
hIAP activ: human IAP activators, primary screen, biochemical, luminescence, uHTS; purified human IAP, CDP-Star luminescence, 30 min; hits give high values; 1 = vehicle-only enzyme, 0 = enzyme-free background; activation factor at 10 µM; Intestinal-type alkaline phosphatase (Homo sapiens), P09923; actives 0.16% (n = 330,000); AID 2524, 2010;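 active means activation factor of the enzyme at least 2-fold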; further: the source names both 10 and 20 µM as test concentration; values of inactives mirror those of a sister screen read the other way
Target sequence (P09923 whole entry, looked up): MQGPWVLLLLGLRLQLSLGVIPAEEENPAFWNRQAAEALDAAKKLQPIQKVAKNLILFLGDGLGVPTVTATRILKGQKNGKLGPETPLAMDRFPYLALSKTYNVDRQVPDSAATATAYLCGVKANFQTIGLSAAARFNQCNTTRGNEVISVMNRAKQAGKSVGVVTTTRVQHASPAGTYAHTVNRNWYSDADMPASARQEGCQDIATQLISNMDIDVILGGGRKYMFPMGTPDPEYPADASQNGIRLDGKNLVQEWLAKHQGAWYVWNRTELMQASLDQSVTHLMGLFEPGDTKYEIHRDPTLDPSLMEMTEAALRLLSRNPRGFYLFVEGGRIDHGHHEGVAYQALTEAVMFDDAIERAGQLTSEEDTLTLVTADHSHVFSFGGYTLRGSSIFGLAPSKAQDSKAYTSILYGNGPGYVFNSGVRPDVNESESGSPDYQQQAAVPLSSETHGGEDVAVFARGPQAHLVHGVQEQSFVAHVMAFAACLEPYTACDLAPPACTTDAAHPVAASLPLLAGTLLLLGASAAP
GRIN3A LBD mod: binders of NR3A ligand-binding domain, primary screen, biophysical, differential scanning fluorimetry, uHTS | Tm shift relative to glycine control, % at 25 µM | NR3A LBD differential scanning fluorimetry, Tm shift; 0% = protein alone, 100% = glycine-bound protein | Glutamate receptor ionotropic, NMDA 3A (GRIN3A) ligand-binding domain | actives 2.5% (n = 340,000);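 active means melting temperature shift of at least 10% of the positive control shift, at one fixed dose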
* = called active by the depositor; x = not tested or not shown.

compound,MPTP block,PfG6PD inh,SENP6 inh,SENP8 inh,SENP1 FRET inh,ATG4B inhibitor,hIAP activ,GRIN3A LBD mod
O=C1O/C(=C\C(=O)N2CCOCC2)c2ccccc21,0.5,-2.0,-14.9,18.8,3.0,7.3,0.971,-2.6
Cc1ccc2oc(=O)n(Cc3ccc(F)cc3)c2c1,0.6,0.1,3.4,24.3,-1.0,-3.4,0.928,-0.7
COc1cc(/C=N/n2cnnc2)ccc1OC(=O)c1cccnc1,-0.7,-15.2,-10.1,-10.7,-0.4,-1.8,0.948,0.3
CN(Cc1ccccc1)C(=O)CNC(=O)Cn1cnc2ccccc2c1=O,-0.2,-5.1,-15.5,13.8,3.8,-4.7,1.06,-1.7
CC(=O)c1ccc(NC(=O)C2CCCC2)cc1,0.2,-1.4,-4.3,12.8,1.1,-3.5,1.06,2.0
O=C1CC(N2CCN(Cc3ccccc3)CC2)C(=O)N1 (configuration not stated),1.6,-15.7,2.7,5.8,3.4,-13.8,1.25,0.2
Cc1ccc(NC(=O)CSc2nnc(Cc3cccn3C)n2-c2ccc(F)cc2)c(C)c1,-0.9,9.3,-6.1,-10.3,0.4,-5.2,1.17,2.2
Cc1cc(NS(=O)(=O)c2ccc(NC(=O)/C=C/c3ccc(C)o3)cc2)nc(C)n1,-1.2,39.1,-19.5,-45.0,-16.5,-14.3,1.1,0.3
Cc1cc(C)c2nc(NC(=O)c3ccc4c(=O)n5c(nc4c3)CCCCC5)sc2c1,0.4,-20.0,-2.3,-130.5,-4.3,-2.2,1.05,-3.0
O=C(CCn1ccnc1)Nc1cc(Cl)ccc1O,-0.6,4.3,-7.2,2.6,2.5,-4.6,1.05,0.2
CCOC(=O)c1nn(-c2ccccc2)c(=O)cc1OCC(=O)Nc1ccccc1OCC,0.4,-0.9,-8.7,-15.1,1.2,3.8,0.936,-2.0
CCCOC(=O)C1=C(C)NC2=C(C(=O)C(C(=O)OC)C(C)C2)C1c1ccc(N(C)C)cc1 (configuration not stated),1.3,5.6,-1.3,-319.2,-49.2,-2.5,0.988,-2.7
COc1ccc(S(=O)(=O)N2CCCCC2)cc1NC(=O)c1c(F)cccc1Cl,0.0,2.7,-6.1,-3.3,-0.8,-10.2,1.1,3.2
Cc1ccc(C)c(NC(=O)CN(C)C(=O)c2cccc(Oc3ccccc3)c2)c1,0.3,11.2,-4.4,10.9,1.4,8.6,1.06,-1.7
CC(C)CNS(=O)(=O)c1cc2c3c(c1)CC(=O)N3CCC2,0.7,-7.8,5.6,7.3,2.0,-6.1,0.867,0.5
O=c1cc(N2CCN(Cc3ccccc3)CC2)[nH]c(=O)n1Cc1ccc(F)cc1,-2.9,-5.8,-4.1,3.3,-9.4,-9.2,1.23,0.9
O=C(CCNC(=O)c1ccc(Br)o1)NCc1ccc(Cl)cc1,0.1,-22.9,-9.1,4.1,-0.7,6.6,0.913,-1.3
CCCCNC(=O)[C@@H]1CSC2c3ccccc3C(=O)N21 (some centres not stated),-1.3,-4.7,x,8.9,3.1,-12.6,x,-0.4
O=C(COc1ccccc1)Nc1c2c(nn1-c1ccc(F)cc1)CS(=O)(=O)C2,-1.7,-4.1,-0.5,3.7,-0.3,-0.8,0.922,3.8
Cc1nc2nc[nH]n2c(=O)c1NS(=O)(=O)c1ccc(F)cc1,0.2,-24.6,-2.1,15.2,-0.3,13.0,1.09,1.1

Next part
compound,MPTP block,PfG6PD inh,SENP6 inh,SENP8 inh,SENP1 FRET inh,ATG4B inhibitor,hIAP activ,GRIN3A LBD mod
O=C(N1CCC(O)(c2cccnc2)CC1)C12CC3CC(CC(C3)C1)C2,-0.1,-8.4,-7.2,14.8,1.8,-0.5,0.872,0.6
N#Cc1c(-c2ccncc2)c2c([nH]c1=S)CCCC2,0.3,52.0,-8.9,-168.6,-15.4,-9.0,0.985,-4.2
NC(=O)c1ccc([N+](=O)[O-])cc1SCc1ccccc1,-0.7,-3.8,-14.3,11.9,-0.7,12.2,0.876,-2.7
O=C(OCC(=O)N1CCCCCC1)c1cc(S(=O)(=O)N2CCOCC2)ccc1F,0.8,-1.8,x,-4.1,2.3,x,x,x
COc1ccc(OC)c2c(N3CC(C)OC(C)C3)cc(C(F)(F)F)nc12 (configuration not stated),-0.5,-2.5,-1.3,-313.3,-19.7,-5.3,1.1,-2.6
COc1ccc(NC(=O)NC23CC4(C)CC(C)(CC(C)(C4)C2)C3)cc1OC,76.5*,12.5,1.9,14.3,2.6,-4.0,0.869,-0.3
COc1ccc(CC(=O)OCC(=O)Nc2ccc3c(c2)OCO3)cc1,0.8,0.8,19.2,10.8,3.2,2.1,1.05,-1.9
CN(C)C(=O)COc1ccc(S(=O)(=O)c2ccc(OCC(=O)N(C)C)cc2)cc1,-0.6,-4.9,-2.0,11.7,1.6,3.4,0.962,-1.0
Cc1c(Cl)cccc1N1C(=O)CC(NNC(=O)c2ccc3c(c2)OCO3)C1=O (configuration not stated),-1.3,-1.7,-6.6,9.2,-4.7,-5.2,1.08,2.2
CCCN(CC(=O)Nc1ccccc1OC)C(=O)c1nc2nc(C)ccn2n1,-2.1,-0.9,-15.1,8.1,-1.5,-3.6,1.03,-1.0
Cn1c(=O)n(C)c2cc(S(=O)(=O)NCC(=O)O)ccc21,-2.2,0.2,3.8,7.6,0.9,3.2,0.979,-0.5
Cc1cccc(/C=N/NC(=O)c2ccc(NC(=O)c3ccccc3C)cc2)n1,-1.4,13.5,-8.4,6.3,-58.3,-5.4,1.06,-21.2
COc1ccc(C(=O)C2CCCN(C(=O)c3n[nH]c4c3CCCC4)C2)cc1OC (configuration not stated),2.5,-0.5,-13.7,-2.5,1.6,12.1,1.16,-1.6
Oc1cc(OCc2ccccc2)ccc1-c1[nH]ncc1-c1ccccc1,19.6,13.0,-4.8,17.9,-0.5,16.3,1.49,16.7*
COC(=O)[C@H](CCSC)NC(=O)Nc1ccc(C)c(C)c1,-2.3,-7.3,-10.6,7.7,-1.5,-14.4,1,0.1
O=C(CCN1C(=O)/C(=C/c2ccccc2Cl)SC1=S)NC1CCCC1,3.7,7.3,1.8,11.0,3.7,-5.8,0.964,0.2
CC(=NNC(=O)c1ccncc1)c1ccc(O)cc1O,0.2,-37.9,x,-336.5,-30.7,6.2,x,-1.2
C=CCSC1=N/C(=C\c2ccc(C(=O)O)cc2)C(=O)S1,-1.8,-13.2,17.4,4.3,0.8,11.6,0.88,-0.8
Cc1ccc(OCCNC(=O)CNC(=O)c2ccc(C)cc2)cc1,1.3,-0.7,-12.9,11.2,-0.9,3.6,0.703,-0.9
CCOC(=O)/C(C#N)=C/c1cccc(C)c1,0.0,3.0,x,15.1,1.9,-4.8,x,-0.5

Other results follow.
compound,MPTP block,PfG6PD inh,SENP6 inh,SENP8 inh,SENP1 FRET inh,ATG4B inhibitor,hIAP activ,GRIN3A LBD mod
O=c1[nH]c(C2CCN(S(=O)(=O)c3ccc(C(F)(F)F)cc3)CC2)nc2c1nnn2Cc1ccc(F)cc1,-0.2,14.1,6.3,16.9,0.6,-6.5,0.883,8.3
CC(=O)c1c(C)n(-c2ccccc2)c2ccc(OCC(N)=O)cc12,-0.3,18.5,-10.8,-15.3,-1.3,46.8*,1.06,-4.5
Cc1cc(-n2nnc3ccccc32)nc2ccccc12,3.2,8.8,10.2,5.2,0.0,-1.4,1.08,-3.1
C/C(=N/Nc1ccccc1C(=O)O)c1cccs1,2.7,-14.7,44.6,19.1,-2.1,-1.4,1.02,6.5
Cn1c(NC(=O)c2ccccc2F)c(-c2cccs2)c(=O)c2ccccc21,-2.3,-5.7,7.3,-16.7,-1.2,10.6,1.03,2.2
CCOC(=O)N1CCN(C(=O)COc2cc(C)c(Cl)c(C)c2)CC1,1.0,-16.6,-5.9,-2.7,-0.3,-4.5,1.15,-0.7
COc1ccc(CCNC(=O)c2ccccc2NS(=O)(=O)c2cc(C(=O)O)ccc2OC)cc1,1.8,-4.9,-22.6,-35.4,-0.3,1.1,1.02,1.6
O=C(Nc1ccc(Oc2ccccc2)nc1)C1CCCCN1Cc1ccc(O)cc1 (configuration not stated),0.0,x,-6.6,1.2,-2.3,x,1.1,x
O=C(CCn1c(=O)sc2ccccc21)NCCN1CCOCC1,-0.7,-7.5,-12.5,5.4,-1.0,-5.6,1.02,0.1
O=C(Nc1ccccc1)N1CCCN(c2ccc(C(F)(F)F)cn2)CC1,2.3,-1.2,-33.2,-31.1,2.0,-6.6,0.832,1.1
CC(C)OCCCNC(=O)c1ccc2c(c1)ncn2C1CCCC1,0.1,-10.7,-16.7,3.3,2.3,-3.9,1.04,-0.7
CC(C)OCCCNC(=O)CCC(=O)NNc1nc2ccccc2c2nc(-c3ccccc3)nn12,-1.7,45.7,-3.8,10.7,2.8,-6.3,0.94,-6.5
COC(=O)c1ccc(NC(=S)N2CCN(Cc3ccccc3)CC2)cc1,6.4,-10.4,0.3,3.4,-1.2,-11.3,1.16,-2.1
COc1ccccc1OCc1nc2ccccc2[nH]1,4.8,1.8,38.4,9.7,1.5,-8.2,0.945,-0.3
Cc1ccccc1Cn1nnc(-c2ccc(F)cc2)n1,-1.2,0.1,9.0,2.1,3.3,5.8,0.989,-0.7
Cc1ccc(NC(=O)/C(=C\c2cccnc2)NC(=O)c2ccccc2)cc1,0.4,-3.3,-10.5,3.4,2.9,0.7,0.964,8.9
CCn1c(SCC(=O)N2c3ccccc3Sc3ccccc32)nnc1-c1ccco1,0.5,-12.9,-20.9,3.6,1.2,-12.6,0.762,-1.1
CN(Cc1nc(-c2cnccn2)no1)Cc1cccc2ccccc12,1.6,0.8,-24.9,17.5,3.1,-0.9,1.01,-1.0

3 entries from above, arranged by their value in SENP1 FRET inh, smallest number first:
canonical_smiles	MPTP block	PfG6PD inh	SENP6 inh	SENP1 FRET inh	ATG4B inhibitor	hIAP activ	GRIN3A LBD mod
COc1cc(/C=N/n2cnnc2)ccc1OC(=O)c1cccnc1	-0.7	-15.2	-10.1	-0.4	-1.8	0.948	0.3
CC(C)CNS(=O)(=O)c1cc2c3c(c1)CC(=O)N3CCC2	0.7	-7.8	5.6	2.0	-6.1	0.867	0.5
CN(Cc1nc(-c2cnccn2)no1)Cc1cccc2ccccc12	1.6	0.8	-24.9	3.1	-0.9	1.01	-1.0
